# Assay outcomes deposited in PubChem by several laboratories.
# zfTRPN1 agonist: zebrafish TRPN1 channel agonists, primary screen, cell-based, HEK293, calcium fluorescence; transient receptor potential cation channel N1 (TRPN1/NompC), Danio rerio; HEK293 zebrafish TRPN1-YFP, Fluo-8 calcium fluorescence; 100% = response to 87 µM carbachol; activation, % at 3 µM; 0.18% of 220,000 active; AID 1424, 2008;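 active means activation above its plate's cutoff, the mean activation of test wells on that plate plus 3 SD, cut at about 19% in these data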;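 further: 0% = DMSO alone and 100% = 87 µM carbachol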
#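 Material: zebrafish TRPN1-YFP in HEK293 cells. Doses: one dose of 3 µM, 0.3% DMSO. Incubation: dye 1 h 37 °C plus 30 min RT. Measured by: intracellular calcium fluorescence with Fluo-8.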
# Thrombin inh: human alpha-thrombin inhibitors, primary screen, counter-screen for coagulation protease inhibitor project, biochemical, 1536-well, fluorogenic AMC substrate. Boc-VPR-AMC fluorogenic substrate cleavage. inhibition, % at 5 µM. 0.26% of 220,000 active;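 active means inhibition at or above 40%; inactive means inhibition below 40%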;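 further: 0% = enzyme with no compound and 100% = wells without enzyme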
#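 Material: human alpha-thrombin protein. Incubation: reaction at ambient temperature. Technique: fluorescence of released AMC, ex 355 nm, em 460 nm. Control set: no-compound enzyme wells and no-enzyme blanks. Also added: Boc-VPR-AMC substrate, 15 µM final. Buffer or medium: pH 7.5 Tris (50 mM) with NaCl 150 mM, Tween 20 0.05%.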
# EBV gp42 inh: Epstein-Barr virus gp42 inhibitors, primary screen, biochemical, uHTS, fluorescence polarization; 0.42% of 220,000 active; inhibition, % (tested at 21.74 µM); Glycoprotein 42 (Epstein-Barr virus (strain AG876)), Q1HVG2; Fluorescence polarization binding assay, mP read-out; in the data active means inhibition above about 50%
# Cl transport mod: KCC2 cotransporter modulators, thallium flux, primary screen, cell-based, HEK293 KCC2, FluoZin-2 fluorescence, MLSMR; Solute carrier family 12 member 5 (Homo sapiens), Q9H2X9; KCC2 cells, thallium flux FluoZin-2 fluorescence; B-score of Tl+ flux slope (higher = more flux/activation; lower = inhibition) at 10 µM; 2.2% of 190,000 active; AID 1456, 2008;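 active means thallium flux slope and its plate-corrected score both differing from the plate sample mean at a set confidence after two filtering rounds, in either direction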;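 further: slope of fluorescence scaled to starting intensity during 10 to 20 s after thallium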
# Target sequence (Q9H2X9 whole entry, looked up): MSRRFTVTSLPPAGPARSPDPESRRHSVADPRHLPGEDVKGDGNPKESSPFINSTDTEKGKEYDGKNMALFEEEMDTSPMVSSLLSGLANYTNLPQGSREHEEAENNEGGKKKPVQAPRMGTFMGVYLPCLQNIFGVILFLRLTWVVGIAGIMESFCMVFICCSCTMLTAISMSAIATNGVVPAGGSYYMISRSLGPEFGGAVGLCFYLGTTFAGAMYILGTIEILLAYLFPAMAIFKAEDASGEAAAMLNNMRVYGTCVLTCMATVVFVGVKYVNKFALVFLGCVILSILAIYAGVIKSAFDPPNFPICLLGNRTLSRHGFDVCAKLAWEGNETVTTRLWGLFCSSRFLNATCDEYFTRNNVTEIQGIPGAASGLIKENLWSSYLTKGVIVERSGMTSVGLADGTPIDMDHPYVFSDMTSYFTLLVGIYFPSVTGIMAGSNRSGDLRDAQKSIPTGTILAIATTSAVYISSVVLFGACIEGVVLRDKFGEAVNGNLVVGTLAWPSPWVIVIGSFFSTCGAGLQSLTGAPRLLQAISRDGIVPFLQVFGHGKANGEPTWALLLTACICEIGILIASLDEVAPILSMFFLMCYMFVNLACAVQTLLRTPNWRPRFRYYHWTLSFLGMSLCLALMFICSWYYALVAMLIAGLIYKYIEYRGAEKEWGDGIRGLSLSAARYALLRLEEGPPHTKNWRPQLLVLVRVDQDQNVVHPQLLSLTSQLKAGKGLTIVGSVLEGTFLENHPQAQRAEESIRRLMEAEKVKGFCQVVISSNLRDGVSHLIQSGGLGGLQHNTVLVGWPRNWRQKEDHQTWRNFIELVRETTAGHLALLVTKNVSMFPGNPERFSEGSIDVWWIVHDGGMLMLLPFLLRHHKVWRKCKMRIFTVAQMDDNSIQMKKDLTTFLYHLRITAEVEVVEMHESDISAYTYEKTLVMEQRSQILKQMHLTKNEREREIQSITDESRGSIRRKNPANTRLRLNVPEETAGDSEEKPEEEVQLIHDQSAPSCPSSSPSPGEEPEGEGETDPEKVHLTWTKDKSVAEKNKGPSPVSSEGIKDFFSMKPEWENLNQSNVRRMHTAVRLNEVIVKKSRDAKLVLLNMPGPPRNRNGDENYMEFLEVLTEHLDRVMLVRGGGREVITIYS
# Furin inhibitor: human furin inhibitors, primary screen, biochemical, fluorescence intensity; P09958; purified furin, fluorogenic substrate cleavage; inhibition, % at 30 µM; 0.061% of 220,000 active; in the data active means inhibition above about 25%; further: inactives centre near -15
# TRPML3 ag: human TRPML3 channel agonists, primary screen, cell-based, HEK293 TRPML3-YFP, Fluo-8 calcium fluorescence, 3 µM | Mucolipin-3 (Homo sapiens), Q8TDD5 | 100% = the carbachol control signal | activation, % at 3 µM | 0.29% of 220,000 active | AID 1448, 2008;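 active means activation above its plate's cutoff, the mean activation of the plate's test wells plus 3 SD, cut at about 12% in these data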;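 further: 0% = DMSO only wells and 100% = carbachol wells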
#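 system = HEK293 cells stably carrying human TRPML3-YFP | doses = one concentration, 3 µM nominal, 0.3% DMSO | timing = dye loading 1 h 37 °C then 30 min ambient, 125 s read | detection = Fluo-8 calcium dye fluorescence, ex 470-495, em 515-575 nm | benchmarks = high control carbachol 87 µM, low control DMSO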
# m-calpain inh: inhibitors of pig calpain II, primary screen, biochemical, fluorogenic peptide substrate, 1536-well | purified calpain II, 30 min | inhibition, % at 16 µM | 0.37% of 220,000 active | AID 1236, 2008;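 active means inhibition above about 50%, limit read from the data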
# Tb hexokinase: Trypanosoma brucei hexokinase 1 inhibitors, primary screen, biochemical, G6PDH-coupled NADH absorbance, MLSCN library; 0.11% of 220,000 active; hexokinase 1 [Trypanosoma brucei]; inhibition, % at 10 µM; recombinant TbHK1, G6PDH-coupled NADH A340;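 active means inhibition of 50% or more in the single-dose primary screen; inactive means inhibition below 50%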
# PPC-1+TRAIL kill: compounds killing PPC-1 cancer cells with TRAIL present, primary screen, TRAIL potentiator project, ATPLite luminescence, uHTS | cell killing (% activity), % at 4 µM | PPC-1 cells + TRAIL, ATPLite viability luminescence | AID 1443, 2008 | 0.41% of 220,000 active;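 active means cell killing above 50% in the first pass at 4 µM, then a duplicate retest at 5 µM averaging 50% or more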;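 further: plate controls were cells with TRAIL plus DMSO for no effect and medium-only wells lacking cells for full effect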
# Starred values were filed as active, the others as inactive; . = not tested or not shown; [ ] = remark or other dose.
SMILES,zfTRPN1 agonist,Thrombin inh,EBV gp42 inh,Cl transport mod,Furin inhibitor,TRPML3 ag,m-calpain inh,Tb hexokinase,PPC-1+TRAIL kill
CN(C)CCNC(C(=O)Nc1cccc(C(F)(F)F)c1)c1ccccc1 (stereo not drawn),2.9,-5,-3,0.082,-20,0.6,-26,-3,22
Cc1ccsc1C(=O)OCc1nc2ccccc2c(=O)[nH]1,0.9,-8,-4,.,0[20 µM],0.7,1,0,-3
O=C(CCCCCNC(=O)c1ccccc1)N/N=C/c1ccccc1O,-1.1,-2,-14,0,-11,0.3,-142,-4,-10
Cc1c(Cl)c([N+](=O)[O-])nn1CC(=O)NC(C)C1CC2CCC1C2 (stereo not drawn),-0.5,2,-19,-0.35,-8[20 µM],-0.3,-2,-3,-12
COc1ccc(Cl)cc1S(=O)(=O)N1CCN(C)CC1,.,-2,-5,0.82,-11,.,-13,-6,19
Cc1ccc(N(CC(=O)Nc2cc(Cl)ccc2Oc2ccccc2)S(C)(=O)=O)c(C)c1,0.6,3,-23,1.3,-10[20 µM],0.7,21,2,7
CSc1nnc(C)c(=O)n1COC(=O)COc1ccc(Cl)cc1,-1.4,-10,-20,0.12,-20,0.6,-16,-6,2
CC1CCN(S(=O)(=O)c2ccc3[nH]c(=O)cc(C(=O)O)c3c2)CC1,-1.1,-4,-7,0.018,-14[20 µM],0.8,-66,-9,-19
COC(=O)CC1=C(C(=O)OC)C(c2cccs2)C(C#N)=C(N)O1 (stereo not drawn),-0.5,-3,9,0.061,-12,-0.5,14,-23,8
Cc1ccc(S(=O)(=O)CCC(=O)OC(C)C(=O)c2c(C)[nH]c3ccccc23)cc1 (stereo not drawn),0.5,1,-2,-0.033,-17,0.6,3,-6,-1

# Some entries already given, showing only Cl transport mod.
compound | Cl transport mod
COc1ccc(Cl)cc1S(=O)(=O)N1CCN(C)CC1 | 0.82
CC1CCN(S(=O)(=O)c2ccc3[nH]c(=O)cc(C(=O)O)c3c2)CC1 | 0.018

# (listing goes on)
SMILES,zfTRPN1 agonist,Thrombin inh,EBV gp42 inh,Cl transport mod,Furin inhibitor,TRPML3 ag,m-calpain inh,Tb hexokinase,PPC-1+TRAIL kill
COc1ccccc1NC(=O)C(C)Nc1ccc(C)c(Cl)c1 (stereo not drawn),-2.1,-2,-11,-0.85,-16,-1.1,19,-3,-4
CC(=O)Nc1cnn(Cc2ccc(Br)cc2)c1,1.0,-8,-14,-0.03,-25[20 µM],-0.3,10,-1,13
Cc1ccc2nc(SCC(=O)N3c4ccccc4CC3C)c(C)cc2c1 (stereo not drawn),-0.5,0,-13,-0.76,-15[20 µM],0.4,1,4,-1
Cn1cc(C(=O)N2CCN(C(=O)c3ccco3)CC2)c2c3ccccc3n(C)c2c1=O,0.9,-4,-9,0.2,-35,0.8,-145,-26,-20
COc1ccc(NC(=O)CCNC(C)=O)cc1NS(=O)(=O)c1ccc(F)cc1,1.2,2,-10,-0.78,-19,0.9,-26,6,13
COc1c(Cl)cc(Cl)cc1/C=N/n1cnnc1,-0.6,-2,2,.,-13,-0.1,-13,44,31
O=C(CN(C(=O)CSc1nc2ccccc2o1)c1cccc(F)c1)NC1CCCCC1,-1.0,8,3,-1.2,-15[20 µM],0.3,42,6,20
COCc1cc(=O)n2[nH]c(-c3ccsc3-n3c(C)ccc3C)cc2n1,1.9,-7,-2,.,-27[20 µM],0.7,-92,-2,0
O=C(C#Cc1ccccc1)c1ccc([N+](=O)[O-])cc1,0.9,-7,0,.,-10[20 µM],2.0,-5,-9,-16
CCCCOc1ccc(/C=C2/Sc3ccccc3C2=O)cc1,0.3,3,9,0.0052,-10[20 µM],1.1,-39,4,14
Cc1c(C(=O)NCc2ccc3c(c2)OCO3)oc2ccc(S(=O)(=O)N3CCCCC3)cc12,2.5,-7,-8,0.035,-7,1.6,-74,42,3
O=S(=O)(NCc1ccccc1)c1ccc(Cl)cc1,-2.1,3,-33,1,-14[20 µM],-1.8,11,2,2
Cc1cc(C(=O)CSc2nncn2C)c(C)n1-c1ccccc1,0.5,-3,3,0.99,-7,0.7,-13,-12,24
C1=CC2CC1CC2CN1CCN(c2ccccc2)CC1 (stereo not drawn),-0.3,-4,1,-0.3,-19,1.1,-34,2,6
Fc1ccc(Oc2ccc3nnc(C(F)(F)F)n3n2)cc1,-1.9,-11,-1,-0.29,-6,-0.6,-28,-3,-17
COCCn1c(SCC(=O)c2ccc(Cl)cc2)nnc1C(C)C,0.1,0,-8,-0.4,-29,-0.1,-2,2,2
CC(C)Oc1ccc(N2CC(C(=O)NC3=NCCS3)CC2=O)cc1 (stereo not drawn),-0.3,41*,-10,-0.11,-11,0.1,20,-3,5
CCOc1ccc(C(=O)NCC(=O)N2CCC(C)CC2)cc1OCC,0.6,-15,-13,1.5,-23,-0.1,7,-6,4
Cc1ccc(S(=O)(=O)N(CC(=O)N/N=C/c2cccc(Cl)c2)c2cccc3cccnc23)cc1,-0.3,1,-16,0.78,-15[20 µM],0.5,-9,-28,16
Cc1ccccc1Cn1ccc(NC(=O)c2nn3cccnc3c2Cl)n1,2.5,-7,-3,-1.7,-15,1.6,-14,-4,-2
O=C(Nc1ccc2c(c1)OCO2)c1c(F)c(F)c(F)c(F)c1F,-1.4,0,-5,-0.47,-12[20 µM],0.5,52*,-1,-3
CC(=O)Nc1ccc(NC(=O)C2CC(=O)N(c3cccc(C)c3C)C2)cc1 (stereo not drawn),2.0,-2,-8,-0.058,-11,1.0,-21,51*,-12
S=C(c1ccc(N2CCCC2)c(Br)c1)N1CCCCC1,-1.5,-3,6,0.0032,-28,-0.2,28,-2,17
COCCCNC(=O)c1ccc(Cn2c(=O)c3ccccc3n(Cc3cc(C)ccc3C)c2=O)cc1,-0.8,-5,-4,-1,-13[20 µM],0.7,-41,27,-10
COc1cc(C2NC(=O)NC(C)=C2C(=O)OC2CCCC(C)C2)ccc1O (stereo not drawn),0.8,0,-9,.,-15,0.3,-22,2,22
COc1ccc(OCC#CCN2CC(C)OC(C)C2)cc1 (stereo not drawn),-1.2,-6,-7,-0.62,-13,0.3,0,-3,7
Cc1ccc(CCNC(=O)C2CCCN(S(=O)(=O)c3cccc4nsnc34)C2)cc1 (stereo not drawn),1.0,-1,-12,-0.65,-18,0.6,-14,3,8
Cc1ccccc1N1CCN(S(=O)(=O)N(C)C)CC1,-0.3,2,-12,-0.12,-34,1.1,3,1,-3
CC(=O)c1ccc2c3c(cccc13)C(=O)N(CCc1ccccc1)C2=O,1.2,-10,-8,0.034,-19,1.4,-87,0,7
Cc1ccc(S(=O)(=O)CCC(=O)Nc2ccc(F)cc2)cc1,-0.3,-5,9,1.2,-3,-0.5,10,8,-5
OCC1(CC2CCCCO2)CCN(Cc2nc3ccccc3[nH]2)CC1 (stereo not drawn),1.5,-4,-19,-0.32,-14,0.9,-3,1,17
O=C(/C=C/c1ccc(Cl)cc1Cl)NCCN1CCOCC1,-1.1,-13,-4,-0.066,-18[20 µM],0.3,3,-2,26
COC(=O)/C=C/C(=O)N1CCN(c2ccccc2C)CC1,0.1,1,-4,-0.89,-26,0.6,-7,5,6
CCN1CCN(c2nc3ccccc3n3cnnc23)CC1,2.1,1,-15,0.29,-8,1.0,-7,-38,1
O=C(NCc1ccc(Cl)cc1)C1CCN(S(=O)(=O)c2ccc(F)cc2)CC1,1.1,-4,-7,-2.1,-26,0.5,18,3,26
COc1c(S(=O)(=O)NCCCN2CCOCC2)ccc(Cl)c1Cl,0.6,0,-7,1.6,-25,1.0,-6,2,15
C/C(CC(=O)c1ccccc1)=N\NC(=O)CC#N,1.6,6,1,0.47,-21,0.6,11,-1,26
O=c1c(/C=N/N2CCOCC2)c(C(F)(F)F)[nH]n1-c1ccccc1,0.0,-7,-3,1.1,-20,0.7,-20,-3,16
Cc1nnc(N/N=C/c2ccccc2O)n1N,2.0,1,-3,0.28,-16,0.9,-3,-9,-4
CCOC(=O)c1c(C)[nH]c(C)c1C(=O)CSc1nnc(-c2ccc(OC(F)F)cc2)o1,1.6,-3,30,.,-23[20 µM],1.1,14,1,2

# 4 compounds out of the list above, sorted by the number in EBV gp42 inh, lowest first.
SMILES,EBV gp42 inh,Cl transport mod,Furin inhibitor,TRPML3 ag,m-calpain inh,Tb hexokinase
CCN1CCN(c2nc3ccccc3n3cnnc23)CC1,-15,0.29,-8,1.0,-7,-38
O=C(NCc1ccc(Cl)cc1)C1CCN(S(=O)(=O)c2ccc(F)cc2)CC1,-7,-2.1,-26,0.5,18,3
O=C(/C=C/c1ccc(Cl)cc1Cl)NCCN1CCOCC1,-4,-0.066,-18[20 µM],0.3,3,-2
C/C(CC(=O)c1ccccc1)=N\NC(=O)CC#N,1,0.47,-21,0.6,11,-1

# Carrying on.
SMILES,zfTRPN1 agonist,Thrombin inh,EBV gp42 inh,Cl transport mod,Furin inhibitor,TRPML3 ag,m-calpain inh,Tb hexokinase,PPC-1+TRAIL kill
CCOc1ccccc1-c1nc(-c2ccncc2)no1,-0.6,-4,7,-0.85,-8[20 µM],-0.3,-26,-5,30
CCOC(=O)/C(C#N)=N/Nc1ccccc1C#N,4.5,-3,-13,-1,-15,1.1,8,-24,12
O=C(NC(=S)Nc1ccccn1)c1cncc(Br)c1,2.4,-8,-8,6.2*,-10,0.6,26,-6,12
Cc1ccc(-c2nn(-c3ccccc3)cc2C2CC(c3cccs3)=NN2C(=O)CCC(=O)O)cc1 (stereo not drawn),0.8,-3,26,-1.6,-18[20 µM],0.8,-26,-7,-28
Cc1nn(-c2ccccc2)c(N2CCCC2)c1/C=N/NC(=O)c1ccccc1O,0.0,-7,8,-0.66,-2,0.1,-25,5,26
O=C(Cn1c(C(F)(F)F)nc2ccccc21)N/N=C/c1ccco1,-1.4,-11,-2,0.061,-21,0.8,2,-6,31
CCCCNC(=O)CN(c1cccc(F)c1)S(C)(=O)=O,0.1,0,-19,0,-26[20 µM],-0.1,15,4,0
S=C(Nc1ccccc1Cl)N1CCC(c2ccccc2)C1 (stereo not drawn),-1.3,3,-10,-1.9,-30,-0.6,4,-7,7
C/C(=N\NC1=NCCN1)c1ccccc1,2.0,-4,-20,-1.2,-17,1.0,-5,-5,4
CC(C)N(NC(=O)c1cccc2ccccc12)C(C)C,-3.0,-11,-3,0.08,-25,0.6,-4,1,-8
Cc1ccc(-n2c3c(c(=O)[nH]c2=O)C(NS(=O)(=O)c2ccc(C)cc2)(C(F)(F)F)C(=O)N3)cc1 (stereo not drawn),-0.8,-1,-4,0.025,-19,0.5,12,-5,15
N#Cc1cc(Sc2ccccn2)c([N+](=O)[O-])cc1C#N,0.7,4,1,0.47,-3,1.1,20,-10,-9
